Screens: PubChem, several laboratories
CaV13 FRET inh: Primary screen for inhibitors of IQ motif and Ca2+-dependent inactivation inhibitor domain binding in CACNA1D, Förster resonance energy transfer in living cells, …; HEK cells, CFP/YFP FRET ICDI-IQ, plate reader, 10 min; percent FRET-ratio fall versus neutral wells; inhibition, % at 12.3 µM; actives 0.098% (n = 340,000);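 active means mean replicate inhibition of at least 30% and at least 1% of replicates passing that level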;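 further: 0% = median of the neutral control wells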
hiPSC survival: hiPSC single-cell survival enhancement | ATPlite luminescence; 100% = ROCK inhibitor wells, 0% = DMSO | survival enhancement, % at 20 µM | actives 0.044% (n = 360,000) | AID 602274; in the data active means survival enhancement above about 18%;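 further: cells exposed to compounds for 16 hours before the ATP read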
HTR2A ag: agonists of mouse serotonin 5-HT2A receptor (HTR2A); AID 624169; actives 0.66% (n = 360,000); CHO-K1 mHTR2A beta-arrestin complementation, luminescence; percent of 30 µM serotonin response; activation, % at 7.6 µM; P35363;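 active means activation above a run cutoff, the mean activation of all tested compounds plus 3 SD, cut at about 14% in these data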;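 further: 0% = plate median of compound wells and 100% = 30 µM serotonin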
Target sequence (P35363 whole entry, looked up): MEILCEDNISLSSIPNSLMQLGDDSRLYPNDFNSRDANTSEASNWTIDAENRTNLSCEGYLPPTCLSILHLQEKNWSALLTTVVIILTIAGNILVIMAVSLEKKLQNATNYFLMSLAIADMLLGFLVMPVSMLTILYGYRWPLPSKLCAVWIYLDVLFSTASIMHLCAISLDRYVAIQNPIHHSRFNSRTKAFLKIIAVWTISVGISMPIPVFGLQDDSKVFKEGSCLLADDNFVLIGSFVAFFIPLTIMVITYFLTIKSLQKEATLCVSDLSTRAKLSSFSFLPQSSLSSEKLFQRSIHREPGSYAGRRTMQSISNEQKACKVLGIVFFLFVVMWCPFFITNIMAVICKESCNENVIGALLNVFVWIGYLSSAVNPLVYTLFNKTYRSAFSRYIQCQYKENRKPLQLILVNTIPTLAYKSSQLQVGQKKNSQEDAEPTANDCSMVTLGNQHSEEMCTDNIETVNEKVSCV
Peg3 prom inh: Peg3 promoter activity inhibition; HeLa PEG-Prom luciferase reporter, luminescence, overnight; inhibition, % at 20 µM; actives 1.7% (n = 360,000); AID 588405;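 active means inhibition of at least 50% at 20 µM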
PDI turbidity: blocks human protein disulfide isomerase activity; actives 0.052% (n = 350,000); PDI insulin aggregation turbidity, A650, 90 min; AID 588391; P07237; inhibition, % at 10 µM;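 active means mean inhibition across replicates of 30% or more, whatever share of single replicates reach that level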;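 further: absorbance from insulin aggregation driven by PDI reduction with DTT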
NR2E3 ag-1: agonists of human NR2E3 nuclear receptor; actives 0.35% (n = 360,000); AID 602229; Q9Y5X4; CHO-S Gal4-NCOR/VP16-NR2E3 two-hybrid, luciferase; inhibition of corepressor binding, % at 3.98 µM;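 active means inhibition above the mean of all tested compounds plus 3 SD, cut at about 70% in these data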;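 further: 0% = DMSO with NR2E3 transfected cells and 100% = cells lacking NR2E3 construct; higher means lower luciferase signal from less NR2E3 corepressor binding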
Target sequence (Q9Y5X4 whole entry, looked up, the tested form may be a part): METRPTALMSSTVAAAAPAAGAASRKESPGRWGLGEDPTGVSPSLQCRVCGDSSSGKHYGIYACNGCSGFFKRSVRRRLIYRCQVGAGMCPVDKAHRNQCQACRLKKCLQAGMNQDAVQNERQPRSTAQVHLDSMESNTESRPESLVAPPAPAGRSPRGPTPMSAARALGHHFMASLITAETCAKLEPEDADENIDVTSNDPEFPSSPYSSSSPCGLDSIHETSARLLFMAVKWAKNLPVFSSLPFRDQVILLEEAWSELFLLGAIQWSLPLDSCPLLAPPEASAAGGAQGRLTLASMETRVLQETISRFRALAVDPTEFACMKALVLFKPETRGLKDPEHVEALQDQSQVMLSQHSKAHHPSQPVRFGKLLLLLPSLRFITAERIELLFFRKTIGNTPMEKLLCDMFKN
Shn3 3UTR inh: Schnurri-3 reporter inhibition in Clone20 osteoblasts | Clone20 osteoblast Shn3 3'UTR firefly luciferase, 24 h | inhibition, % at 12.5 µM | actives 0.52% (n = 360,000);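 active means mean inhibition of at least 75% with every replicate also reaching 75%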;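 further: 0% = median of neutral control wells and 100% = pilot-screen positive control compound; some compounds past the cut are filed as inactive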
Cardio protect: myocardial damage modulation in H9c2 cells | H9c2 cardiomyocytes, H2O2 injury protection, ATPLite, 2 h | protection from H2O2 cell death, % at 20 µM | actives 0.63% (n = 360,000) | AID 588492;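 active means compounds giving at least 50% protection of heart cells from peroxide-induced death in the single-dose screen, raw or plate-pattern-corrected value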;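 further: 0% = DMSO wells with peroxide and 100% = DMSO wells without peroxide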
NR2E3 ag-2: agonists of human nuclear receptor NR2E3; Q9Y5X4; GST-NR2E3/biotin-RetCOR TR-FRET, 1536-well; inhibition of corepressor binding, % at 4.78 µM; actives 0.12% (n = 320,000); AID 2300;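 active means percent inhibition above the cutoff of mean plus 3 SD of all tested compounds, set per screening campaign, cut at about 20% in these data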;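 further: 0% = DMSO wells and 100% = biotin wells as full block of FRET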
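Format: 1536-well format; test system: GST-NR2E3 and biotin-RetCOR proteins; read-out basis: percent inhibition of TR-FRET ratio; timing: 5 h incubation at 4 °C; detection: time-resolved FRET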
TRPM1 prom inh: inhibitors of MITF-driven TRPM1 promoter in melanoma cells. AID 488899. inhibition, % at 12.5 µM. actives 0.83% (n = 330,000). SK-MEL-5 TRPM1 promoter luciferase, 24 h;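 active means mean inhibition across replicates of 60% or more, whatever share of single replicates reaches that level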; further: values of inactives mirror those of a sister screen read the other way
HIF-2a block: HIF-2a inhibition | 786-0 RCC cells HIF-2a reporter, luciferase luminescence, overnight | inhibition, % at 18.8 µM | actives 0.72% (n = 360,000) | AID 624352;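 active means inhibition of the luminescence signal of 40% or more relative to plate controls, in a single-dose primary screen at 18.75 µM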
Active calls of the source: *.

S=C(NCCc1ccccn1)Nc1ccc(Cl)cc1Cl was read as CaV13 FRET inh -2.9, hiPSC survival 0.3, HTR2A ag -3.4, Peg3 prom inh -35.2, PDI turbidity 2.7, NR2E3 ag-1 -8.8, Shn3 3UTR inh -11.4, Cardio protect 0.5, NR2E3 ag-2 1.5, TRPM1 prom inh -11.5 and HIF-2a block -37.4.
For O=C(CSCC(=O)N1CCCCC1)Nc1nc(-c2ccccc2)c(-c2ccccc2)s1 the results were CaV13 FRET inh -3.6, hiPSC survival -0.6, HTR2A ag 1.1, Peg3 prom inh 14.4, NR2E3 ag-1 -28.6, Shn3 3UTR inh 26.6, Cardio protect -17.3, NR2E3 ag-2 -2.6 and HIF-2a block -20.0.
`O=C(COC(=O)C12CC3CC(CC(Cl)(C3)C1)C2)Nc1ccccc1` gave CaV13 FRET inh -4.7, hiPSC survival 0.4, HTR2A ag 3.2, Peg3 prom inh -23.4, PDI turbidity 0.6, NR2E3 ag-1 -19.1, Shn3 3UTR inh 6.2, Cardio protect -0.7, TRPM1 prom inh -12.8 and HIF-2a block -12.1.
`CC(C)C(=O)NC(c1cccs1)c1cc([N+](=O)[O-])c2cccnc2c1O` (centres undefined) gave hiPSC survival 0.5, HTR2A ag -2.2, Peg3 prom inh 56.0*, PDI turbidity -1.7, NR2E3 ag-1 6.2, Shn3 3UTR inh 7.8, Cardio protect 55.6*, NR2E3 ag-2 -2.2, TRPM1 prom inh 4.3 and HIF-2a block 15.1.
Screening CSCCC(NC(=O)c1ccccc1)C(=O)NNC(=O)c1csc(N2CCOCC2)n1 (centres undefined) returned hiPSC survival 0.0, HTR2A ag 0.0, Peg3 prom inh 21.3, PDI turbidity -5.1, NR2E3 ag-1 11.6, Shn3 3UTR inh 1.7, Cardio protect -1.3, NR2E3 ag-2 -0.7, TRPM1 prom inh -0.6 and HIF-2a block -2.3.
Cc1ccc(N2CCN(S(=O)(=O)N3CCOCC3)CC2)cc1C was read as CaV13 FRET inh 11.4, hiPSC survival 0.3, HTR2A ag -1.1, Peg3 prom inh 6.0, PDI turbidity -4.0, NR2E3 ag-1 10.5, Shn3 3UTR inh -20.9, Cardio protect 4.2, NR2E3 ag-2 -1.0, TRPM1 prom inh -5.9 and HIF-2a block 11.2.
`CCCC(C(=O)NC1CCCC1)N(C(=O)Cn1nnc(-c2ccc(C)o2)n1)c1cccc(O)c1` (centres undefined) gave CaV13 FRET inh -2.7, hiPSC survival 0.2, HTR2A ag -8.0, Peg3 prom inh -0.1, PDI turbidity 1.3, NR2E3 ag-1 14.5, Shn3 3UTR inh -21.7, Cardio protect -1.6, TRPM1 prom inh 1.0 and HIF-2a block 3.9.
Screening Nc1nc(SCCOc2ccccc2)n[nH]1 returned CaV13 FRET inh -5.0, hiPSC survival 0.0, HTR2A ag 0.3, Peg3 prom inh -18.6, PDI turbidity -2.9, NR2E3 ag-1 -25.8, Shn3 3UTR inh 8.6, Cardio protect 5.7, NR2E3 ag-2 -0.9, TRPM1 prom inh -4.2 and HIF-2a block -14.7.
Screening CCN(CC)C(=O)CCc1nnc(Cc2cccc(C(F)(F)F)c2)o1 returned CaV13 FRET inh -3.2, hiPSC survival -1.8, HTR2A ag 3.7, Peg3 prom inh -278.9, PDI turbidity 11.8, NR2E3 ag-1 -58.7, Shn3 3UTR inh -46.4, Cardio protect 4.4, NR2E3 ag-2 -3.5, TRPM1 prom inh -80.2 and HIF-2a block -253.1.
Screening CCOC(=O)C1CCCN(C(=O)Cc2ccc(Cl)cc2)C1 (centres undefined) returned CaV13 FRET inh 0.9, hiPSC survival 0.1, HTR2A ag -2.7, Peg3 prom inh 1.0, PDI turbidity 3.6, NR2E3 ag-1 -9.3, Shn3 3UTR inh 1.9, Cardio protect 5.3, NR2E3 ag-2 -0.8, TRPM1 prom inh -13.9 and HIF-2a block -9.5.
For CN1/C(=C\C(=O)c2cncc(Br)c2)C(C)(C)c2ccccc21 the results were CaV13 FRET inh -27.2, hiPSC survival -0.8, HTR2A ag -1.9, Peg3 prom inh -17.8, PDI turbidity -6.5, NR2E3 ag-1 -29.9, Shn3 3UTR inh 72.5, Cardio protect -11.8, NR2E3 ag-2 0.8, TRPM1 prom inh 5.5 and HIF-2a block -71.5.
For O=C(CCNS(=O)(=O)c1ccc(Br)s1)N1CCCCC1 the results were CaV13 FRET inh -5.5, hiPSC survival 1.1, HTR2A ag -3.0, Peg3 prom inh 4.7, PDI turbidity 20.2, NR2E3 ag-1 6.6, Shn3 3UTR inh 15.6, Cardio protect -3.7, NR2E3 ag-2 4.8, TRPM1 prom inh 9.1 and HIF-2a block 0.5.
`CC1CCCN(C(=O)COC(=O)c2ccc(=O)n(Cc3ccccc3)n2)C1` (centres undefined) gave CaV13 FRET inh -5.6, hiPSC survival -0.6, HTR2A ag 2.0, Peg3 prom inh 3.9, PDI turbidity -5.1, NR2E3 ag-1 10.7, Shn3 3UTR inh -1.0, Cardio protect 4.8, NR2E3 ag-2 -1.7, TRPM1 prom inh -1.9 and HIF-2a block 12.6.
Screening CC1CCN(C(=O)c2nc[nH]c2C(=O)N2CCc3ccccc3C2)CC1 returned CaV13 FRET inh -4.7, hiPSC survival -1.1, HTR2A ag -0.1, Peg3 prom inh 6.7, PDI turbidity -6.9, NR2E3 ag-1 -12.6, Shn3 3UTR inh 3.2, Cardio protect 5.5, NR2E3 ag-2 1.6, TRPM1 prom inh 2.3 and HIF-2a block 4.7.
`COc1ccc(N2CCN(C(=O)CSc3ncccc3-c3nc4ccccc4[nH]3)CC2)cc1` gave CaV13 FRET inh -5.6, hiPSC survival -0.8, HTR2A ag 0.5, Peg3 prom inh -10.1, PDI turbidity 8.6, NR2E3 ag-1 -9.4, Shn3 3UTR inh 26.3, Cardio protect -4.2, NR2E3 ag-2 3.6, TRPM1 prom inh 18.5 and HIF-2a block -11.3.
Screening O=C(c1ncc[nH]1)c1cccs1 returned CaV13 FRET inh -5.0, hiPSC survival -0.1, HTR2A ag 4.1, Peg3 prom inh -8.6, PDI turbidity -3.5, NR2E3 ag-1 -10.4, Shn3 3UTR inh 6.2, Cardio protect 4.6, NR2E3 ag-2 -3.6, TRPM1 prom inh -14.6 and HIF-2a block -11.8.
c1ccc(-c2noc(-c3cccnc3)n2)cc1 was read as CaV13 FRET inh -5.0, hiPSC survival 0.3, HTR2A ag 0.9, Peg3 prom inh -204.2, PDI turbidity -12.8, NR2E3 ag-1 -119.5, Shn3 3UTR inh -40.3, Cardio protect -5.7, NR2E3 ag-2 2.1, TRPM1 prom inh -74.4 and HIF-2a block -235.5.
`Cc1ccc(/C(O)=C2/C(=O)C(=O)N(Cc3cccnc3)C2c2ccccn2)cc1` (centres undefined) gave hiPSC survival -1.6, HTR2A ag 2.5, Peg3 prom inh -0.3, PDI turbidity -12.1, NR2E3 ag-1 2.4, Shn3 3UTR inh 0.8, Cardio protect 4.3, NR2E3 ag-2 6.0, TRPM1 prom inh 10.8 and HIF-2a block -7.3.
Screening O=C(COC(=O)c1ccccn1)Nc1c(Cl)cccc1Cl returned CaV13 FRET inh -6.5, hiPSC survival -0.6, HTR2A ag 1.1, Peg3 prom inh -7.2, PDI turbidity -1.9, NR2E3 ag-1 5.1, Shn3 3UTR inh 5.6, Cardio protect 5.7, NR2E3 ag-2 2.1, TRPM1 prom inh -0.6 and HIF-2a block 3.2.
COc1ccccc1CC1S/C(=N/N=C/c2ccco2)NC1=O (centres undefined) was read as CaV13 FRET inh -4.1, hiPSC survival -0.3, HTR2A ag 1.5, Peg3 prom inh 6.9, PDI turbidity 2.4, NR2E3 ag-1 -35.5, Shn3 3UTR inh 0.1, Cardio protect 5.0, NR2E3 ag-2 -0.2, TRPM1 prom inh -18.3 and HIF-2a block -18.0.
CC(=O)N1CCN(S(=O)(=O)c2cccc(C(=O)N(Cc3ccccc3)c3ccc(C)cc3)c2)CC1 was read as CaV13 FRET inh -2.0, hiPSC survival 0.1, HTR2A ag 8.6, Peg3 prom inh -21.0, PDI turbidity 1.8, NR2E3 ag-1 -6.8, Shn3 3UTR inh -10.6, Cardio protect -2.2, NR2E3 ag-2 3.9, TRPM1 prom inh -12.3 and HIF-2a block -22.3.
`CCOC(=O)c1c(C)[nH]c(C)c1C(=O)Cn1nnc(-c2ccccc2C)n1` gave CaV13 FRET inh -5.3, hiPSC survival 4.3, HTR2A ag -7.6, Peg3 prom inh 1.8, PDI turbidity 0.9, NR2E3 ag-1 4.7, Shn3 3UTR inh -1.7, Cardio protect -15.7, NR2E3 ag-2 2.8, TRPM1 prom inh -7.3 and HIF-2a block -1.1.
CC(=O)Nc1c(-c2ccc3ccccc3c2)nc2ccccn12 was read as CaV13 FRET inh -2.6, hiPSC survival -1.2, HTR2A ag 2.7, Peg3 prom inh -298.2, PDI turbidity 6.4, NR2E3 ag-1 -97.8, Shn3 3UTR inh -123.0, Cardio protect -11.9, NR2E3 ag-2 -1.9, TRPM1 prom inh -77.3 and HIF-2a block -308.2.
Screening COc1nnc(-c2ccc(C)cc2)c2ccccc12 returned CaV13 FRET inh -5.1, hiPSC survival 0.5, HTR2A ag 2.6, Peg3 prom inh -0.5, PDI turbidity 13.8, NR2E3 ag-1 9.2, Shn3 3UTR inh 1.6, Cardio protect 4.6, TRPM1 prom inh 6.3 and HIF-2a block -29.7.
CC(C)n1nc(C(=O)Oc2ccc(Cl)cc2)c2ccccc2c1=O was read as CaV13 FRET inh -5.3, hiPSC survival 3.9, HTR2A ag 9.4, Peg3 prom inh 6.1, PDI turbidity -4.8, NR2E3 ag-1 12.9, Shn3 3UTR inh -32.5, Cardio protect -5.8, NR2E3 ag-2 0.2, TRPM1 prom inh -0.2 and HIF-2a block 5.3.
Screening C=C[C@@H]1c2cc(C)ccc2N(S(=O)(=O)c2ccc(C)cc2)[C@H](c2ccccc2C(F)(F)F)C1(C#N)C#N returned CaV13 FRET inh -9.8, hiPSC survival 0.2, HTR2A ag 7.4, Peg3 prom inh 16.8, PDI turbidity 5.3, NR2E3 ag-1 32.8, Shn3 3UTR inh 39.3, Cardio protect -1.0, NR2E3 ag-2 1.7 and HIF-2a block 13.2.
For COc1ccc(N=Nc2nc(-c3ccccc3)c(-c3ccccc3)[nH]2)cc1 the results were CaV13 FRET inh -5.2, hiPSC survival -0.4, HTR2A ag -4.2, Peg3 prom inh -12.1, PDI turbidity -2.8, NR2E3 ag-1 -10.5, Shn3 3UTR inh 6.3, Cardio protect 6.5, NR2E3 ag-2 -2.4, TRPM1 prom inh -3.0 and HIF-2a block -46.9.
`COCCCN1CC(=O)N2C(c3cccc(OC)c3OC)c3[nH]c4ccccc4c3C[C@H]2C1=O` (some centres undefined) gave CaV13 FRET inh -19.9, hiPSC survival 0.0, HTR2A ag -0.1, Peg3 prom inh -1.8, PDI turbidity 16.9, NR2E3 ag-1 -17.5, Shn3 3UTR inh 4.1, Cardio protect 9.3, NR2E3 ag-2 -3.3, TRPM1 prom inh -11.6 and HIF-2a block 14.6.
